NF-kB expr up – activators of NF-kB expression in neurons, primary screen, cell-based, HTS. human neuronal cells, NF-kB reporter expression; hits give high values. fold change at 12.5 µM. 1.6% of 190,000 active. AID 1239, 2008; in the data active = fold change above about 3.3
STAT1 activator – STAT1 signaling activators, primary screen, cell-based, HTS, luciferase reporter; NIH 3T3 STAT1-luciferase reporter, IFN-gamma, luminescence; 100% = IFN-gamma alone, no compound; activation (% of control), % at 5.5 µM; 2.6% of 200,000 active; AID 932, 2007;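 active = activation above the screen-wide mean activation plus 3 SD, cut at about 130% in these data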;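 also: raw ratio to IFN-gamma control signal so 100% means no change and 0% no light; values of inactives mirror those of a sister screen read the other way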
STAT3 act – IL-6 driven STAT3 reporter potentiators, primary screen, U3A cells, luciferase, luminescence, MLSCN library; IL-6 STAT3-luciferase reporter; 100% = signal with IL-6 EC80 alone; activation (% of control), % at 5.6 µM; 0.91% of 190,000 active;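 active = activation above the screen-wide mean of compound activation plus 3 SD, cut at about 130% in these data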;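 also: 0% = background luminescence of wells with medium and substrate only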
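Material: human STAT1-deficient U3A cells with stable STAT3-luciferase reporter / Probe or stimulus: IL-6 stimulus at 33 ng/mL final / Schedule: 1 h compound pre-exposure, 6 h IL-6 stimulation, 37 °C / Technique: luminescence / Read-out basis: percent of IL-6-only median luminescence / Control set: IL-6-only high control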
STAT3 inh – IL-6 driven STAT3 reporter inhibitors, primary screen, U3A cells, luciferase, luminescence, MLSCN library; inhibition, % at 5.5 µM; 0.89% of 190,000 active; IL-6 STAT3-luciferase reporter; host cell line lacks STAT1; AID 862, 2007;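 active = inhibition above the mean inhibition across all screened compounds plus 3 SD, cut at about 44% in these data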;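 also: 0% = DMSO only wells and 100% = 100 µM nifuroxazide control wells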
APP 5'UTR act – activators of APP 5'UTR luciferase reporter, primary screen, SH-SY5Y cells | SH-SY5Y APP 5'UTR luciferase reporter, luminescence; zero percent = DMSO vehicle wells | 1% of 190,000 active | activation, % at 2 µM;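 active = activation above a set limit, based on mean plus 3 SD of controls, cut at about 140% in these data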; also: values of inactives mirror those of a sister screen read the other way
STAT1 inh – STAT1 signaling inhibitors, primary screen, cell-based, HTS, luciferase reporter. NIH 3T3 STAT1-luciferase reporter, IFN-gamma, luminescence. inhibition, % at 5.5 µM. 0.35% of 200,000 active;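 active = inhibition above a set limit, the mean inhibition across all tested compounds plus 3 SD, cut at about 34% in these data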;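 also: 0% = IFN-gamma with DMSO and 100% = IFN-gamma with 300 µM nifuroxazide; values of inactives mirror those of a sister screen read the other way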
Hsp70 act – Hsp70 transcriptional activators, primary screen, cell-based, HeLa, Hsp70 promoter luciferase, luminescence, 10 µM; 0.04% of 200,000 active; activation, % at 10 µM; HeLa Hsp70 promoter luciferase reporter; scaled: vehicle 0, proteasome-inhibitor control 100%;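 active = activation above the mean across all tested compounds plus 3 SD, cutoff set per campaign, cut at about 5.5% in these data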;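 also: 100% = MG132 at 30 µM as the positive control and 0% = DMSO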
Efa HMGR inh – inhibitors of E. faecalis class II HMGR, primary screen, biochemical, Enterococcus faecalis; HMG-CoA reductase (Enterococcus faecalis, mvaE); purified E. faecalis HMGR, NADPH absorbance 340 nm kinetic; inhibition, % at 10 µM; 0.41% of 190,000 active; AID 1066, 2008;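 active = inhibition above a set limit, the median over all tested compounds plus 3 SD, cut at about 9.5% in these data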;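 also: enzyme runs in reverse so mevalonate oxidation gives rising NADPH absorbance; 0% = complete reaction with DMSO and 100% = background rate lacking mevalonate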
DTT redox prof – compounds producing H2O2 with reducing agent – biochemical, NIH compound library profiling, artefact control for MLSCN library redox annotation, primary screen | 0.03% of 200,000 active | activation, % at 10 µM | DTT-dependent redox cycling H2O2, phenol red/HRP absorbance; 100% = 100 µM peroxide control, 0% = buffer | AID 878, 2007;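 active = activation of at least 50% relative to the plate's high and low controls in the primary single-dose screen; inactive = activation below 50%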;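 also: compound incubated with DTT at 0.8 mM final as the reducing agent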
TLR4 MyD88 comp – inhibitors of TLR4-MyD88 association in cells, primary screen, cell-based, HeLa CL3-4, BLA complementation, FRET ratio; HeLa CL3-4 TLR4/MyD88 BLA complementation; 0.18% of 200,000 active; AID 861, 2007; inhibition, % at 8.4 µM; in the data active = inhibition above about 25%;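 also: 0% = vehicle and 100% = reference inhibitor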
Target sequence (O00206 whole entry, looked up): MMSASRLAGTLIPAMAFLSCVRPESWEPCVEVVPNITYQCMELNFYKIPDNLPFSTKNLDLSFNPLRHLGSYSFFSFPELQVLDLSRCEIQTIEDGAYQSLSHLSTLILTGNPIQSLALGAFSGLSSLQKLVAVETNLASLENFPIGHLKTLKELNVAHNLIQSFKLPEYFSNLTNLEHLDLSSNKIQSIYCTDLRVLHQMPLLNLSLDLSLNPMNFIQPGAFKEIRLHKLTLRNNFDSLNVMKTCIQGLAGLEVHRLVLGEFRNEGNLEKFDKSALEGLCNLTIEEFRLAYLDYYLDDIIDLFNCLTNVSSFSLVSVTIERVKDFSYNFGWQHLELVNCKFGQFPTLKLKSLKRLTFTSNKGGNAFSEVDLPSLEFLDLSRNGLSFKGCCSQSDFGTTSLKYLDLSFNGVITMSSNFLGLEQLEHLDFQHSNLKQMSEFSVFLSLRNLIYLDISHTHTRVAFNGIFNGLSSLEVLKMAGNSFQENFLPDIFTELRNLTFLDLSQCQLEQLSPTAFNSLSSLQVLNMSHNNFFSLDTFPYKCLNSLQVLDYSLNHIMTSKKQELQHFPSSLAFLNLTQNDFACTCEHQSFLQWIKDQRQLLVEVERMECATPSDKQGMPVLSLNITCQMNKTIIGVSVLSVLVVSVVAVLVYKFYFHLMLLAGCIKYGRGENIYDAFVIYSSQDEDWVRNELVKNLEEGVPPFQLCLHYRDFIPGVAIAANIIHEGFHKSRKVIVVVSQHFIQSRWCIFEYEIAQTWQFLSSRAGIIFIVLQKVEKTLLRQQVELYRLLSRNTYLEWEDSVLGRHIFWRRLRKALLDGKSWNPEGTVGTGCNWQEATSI
Target sequence (Q99836 whole entry, looked up): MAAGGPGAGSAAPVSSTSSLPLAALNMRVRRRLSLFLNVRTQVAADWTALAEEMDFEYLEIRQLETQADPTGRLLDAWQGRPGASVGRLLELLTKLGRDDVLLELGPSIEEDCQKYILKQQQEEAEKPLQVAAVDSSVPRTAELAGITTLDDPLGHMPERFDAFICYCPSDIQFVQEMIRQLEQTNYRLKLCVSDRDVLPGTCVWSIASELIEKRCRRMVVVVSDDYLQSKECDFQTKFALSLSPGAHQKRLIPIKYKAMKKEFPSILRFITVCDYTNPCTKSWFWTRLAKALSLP
* hit, by the source's call; / = not tested or not shown. Compounds were not picked by outcome; 5.6% or so of the library scored in one or more.

entry	compound	NF-kB expr up	STAT1 activator	STAT3 act	STAT3 inh	APP 5'UTR act	STAT1 inh	Hsp70 act	Efa HMGR inh	DTT redox prof	TLR4 MyD88 comp
1	O=C(CCC(=O)OCC(=O)c1ccc(Br)cc1)Nc1cccc2cccnc12	1.2	99	97	4	-5	2	-0.2	-7	2.3	6
2	Cc1ccc(CSCCNC(=O)CCSc2ccccc2)cc1	1	106	107	-8	17	-7	0.6	-2	1.9	-1
3	O=C(C1CCCO1)N(c1cccc(Cl)c1)C1C=CS(=O)(=O)C1 (configuration not stated)	1.1	101	105	-1	29	-3	-0.1	-4	0.5	-3
4	CCCN(CCC)C(C(=O)Nc1cccc(OC)c1)c1ccccc1 (configuration not stated)	1.1	97	114	-12	6	4	-0.2	-8	-0.3	2
5	Cc1cc(C)nc(NC(=O)c2ccc(OC(C)C)cc2)n1	1.2	102	100	0	-18	-8	-0.2	-3	0.1	-2
6	COc1ccc(-n2c(Cc3cccn3C)nnc2SCC(=O)N2CCCC2)cc1	1	104	102	-2	3	-4	-0.1	5	-2.5	-1
7	CCCC(c1nnnn1C(C)(C)C)N1CCN(Cc2ccccc2)CC1 (configuration not stated)	1.2	101	104	-1	-2	-3	-0.1	-7	-0.9	4
8	O=C(O)C1C2C=CC(C3CC23)C1C(=O)N1CCc2ccccc21 (configuration not stated)	1	96	114	-14	-21	4	-0.3	-5	1.6	15
9	Cc1[nH]c2ccccc2c1Cc1nnc(SCC(=O)NCc2ccco2)o1	1.1	87	112	-15	13	15	-0.4	-6	0.2	3
10	S=C(Nc1ccc2nccnc2c1)N1CCOCC1	1	108	92	13	-1	-11	-0.1	3	-0.5	10
11	Cc1ccccc1OCC(O)Cn1c(Br)nc2c1c(=O)[nH]c(=O)n2C (configuration not stated)	0.76	96	96	10	7	4	0.2	-3	-0.4	-7
12	CCN(CC)S(=O)(=O)c1cc(NC(=O)c2n[nH]c(=O)c3ccccc23)ccc1C	1.2	106	88	17	18	-9	-0.3	2	-0.8	-11
13	CC1=C(C#N)c2nc(N)c(C#N)c(C)c2/C1=C\c1ccc(C)cc1	1.1	93	101	3	3	8	-0.3	-4	1.8	-7
14	CCCC(C)C(=O)Nc1ccc(S(=O)(=O)Nc2nccs2)cc1 (configuration not stated)	1.3	103	100	8	-6	-3	-0.1	7	0.4	-13
15	CSCCCNC(=S)N1CCN(c2ccc(C(C)=O)cc2)CC1	0.56	80	96	6	-13	20	0.0	2	-0.2	8
16	O=C1CC(c2ccccc2)CN1C(=O)c1cncc(Br)c1 (configuration not stated)	1.4	96	105	-2	-13	2	-0.3	-4	-0.9	14
17	CCOc1ncccc1C(=O)OCC(=O)N1CCN(S(=O)(=O)c2ccc(Cl)cc2)CC1	1.1	98	111	-6	16	0	-0.1	0	0.3	-6
18	C=CCN(c1ccccc1)S(=O)(=O)c1ccc(Cl)c(C(=O)OCC(=O)NCCCN2CCCC2=O)c1	1.7	87	98	4	-8	13	-0.3	-4	-2.0	-8
19	COc1cc(NC(=O)CCCl)cc(-n2cnnn2)c1	1	91	98	2	2	10	0.1	-4	-0.3	5
20	COc1cc(Br)cc2cc(C(=O)N3CCCCC3C)c(=O)oc12 (configuration not stated)	1.6	102	108	-5	6	-2	0.0	-2	2.2	2

Arranged by the number under STAT1 activator (ascending): some entries from above
item	mol	STAT1 activator
18	C=CCN(c1ccccc1)S(=O)(=O)c1ccc(Cl)c(C(=O)OCC(=O)NCCCN2CCCC2=O)c1	87
14	CCCC(C)C(=O)Nc1ccc(S(=O)(=O)Nc2nccs2)cc1 (configuration not stated)	103
2	Cc1ccc(CSCCNC(=O)CCSc2ccccc2)cc1	106

More results follow:
entry	compound	NF-kB expr up	STAT1 activator	STAT3 act	STAT3 inh	APP 5'UTR act	STAT1 inh	Hsp70 act	Efa HMGR inh	DTT redox prof	TLR4 MyD88 comp
21	O=C(COC(=O)c1cc(-c2cccs2)nn1-c1ccccc1)Nc1cccc([N+](=O)[O-])c1	1.4	96	96	8	25	4	-0.1	-5	-0.3	5
22	COc1ccc(-c2nnc(SC(C)C(=O)Nc3ccc4c(c3)OCCO4)o2)cc1 (configuration not stated)	2.6	117	110	-5	77	-19	0.0	-15	-1.7	9
23	CCOC(=O)c1csc(NC(=O)c2cc(OC)c(OC)c(OC)c2)n1	0.41	90	90	14	8	11	-0.4	-7	0.0	8
24	FC(F)(F)c1nnc(-c2ccccc2)nc1N1CCCC1	1.1	99	91	14	-11	-1	0.0	-6	-1.9	-12
25	O=C(Nc1ccccc1)OCN1C(=O)c2ccccc2C1=O	1.5	102	113	-16	-6	-2	-0.4	-1	1.4	10
26	C(=N\Nc1ccc2ccccc2n1)/c1ccc2c(c1)OCO2	1.8	36	29	91*	227*	69*	-0.3	-1	-1.2	-3
27	COc1ccc(/C=C/C(=O)NCCOc2ccccc2OC)cc1	1.1	102	98	4	14	-2	-0.3	-3	-0.3	-2
28	Cc1ccc(-c2noc(C3CCCCC3)n2)cc1	1.6	125	107	-7	24	-28	0.0	-3	-0.1	2
29	COc1ccccc1OCCn1cc(/C=C(\C#N)C(=O)NCc2cccs2)c2ccccc21	0.72	101	102	-4	-1	-1	-0.2	0	1.0	8
30	Cc1ccc(-n2nnc(-c3cnc4ccccc4c3)n2)cc1	4.5*	106	/	/	194*	-5	-0.2	-3	0.5	-5
31	CC(=O)c1sc(Nc2nc(C)cc(C)n2)nc1C	1.2	99	88	21	-83	1	0.0	-7	-17	-6
32	Cc1c(NC2=NC(C)(C)Cc3ccccc32)c(=O)n(-c2ccccc2)n1C	1	110	104	-2	1	-4	-0.1	11*	1.1	10
33	COc1ccccc1Nc1ncc(C(C)=O)c(C)n1	1.7	118	87	24	19	-19	-0.2	-1	-0.4	2
34	O=c1c2ccccc2c(C=Nc2cccc(O)c2)c(O)n1-c1ccc2c(c1)OCO2	0.65	105	69	38	12	-5	-0.1	-5	-3.4	-2
35	Cc1ccc(NC(=O)c2ccc([N+](=O)[O-])o2)cc1S(=O)(=O)N1CCOCC1	2.8	103	96	12	-58	-4	0.0	-3	0.0	19
36	c1cnc(NC2C3CC4CC(C3)CC2C4)nc1 (configuration not stated)	1.1	96	92	16	-2	4	-0.3	-1	0.4	-3
37	COc1ccccc1C=NC(CO)C(O)c1ccc([N+](=O)[O-])cc1 (configuration not stated)	1.2	89	97	8	-2	12	-0.3	-7	-0.1	-4
38	CC1(C)Cc2c(sc3nc(SCC(=O)O)[nH]c(=O)c23)CO1	1.3	98	96	12	-15	3	-0.2	-2	-2.8	-10
39	Nc1cc(S(=O)(=O)Nc2ccccc2Cl)ccc1N1CCOCC1	1	95	102	-2	24	4	-0.2	-7	-0.5	2
40	COc1ccc(NC(=O)C(NC(=O)CC2NC(=O)NC2=O)c2ccccc2)cc1 (configuration not stated)	1.3	99	102	2	6	1	-0.3	-5	-0.5	-11
41	O=C(C1=C[C@@H](c2csc3ccccc23)C[C@@H](OCc2ccc(CO)cc2)O1)N1CCN(Cc2ccc3c(c2)OCO3)CC1	0.74	102	/	/	-13	-1	-0.2	1	4.3	-9
42	CCc1ccc(OCC(O)CN2CCC(CN3C(=O)c4cccc5cccc(c45)C3=O)CC2)cc1 (configuration not stated)	0.59	96	92	9	-26	5	-0.4	-8	-0.8	3
43	CCOC(=O)c1cnn(-c2ccccc2)c1-n1cccc1C(=O)C(=O)Nc1ccccc1	1.4	106	112	-8	23	-6	-0.4	-1	4.0	-6
44	CN(C)S(=O)(=O)c1ccc(C(=O)Nc2ccccc2F)cc1	1.2	101	101	-1	-15	-1	-0.1	-1	0.3	8
45	C(=N\Nc1nc2ccccc2[nH]1)/c1ccccn1	0.9	13	12	111*	72	93*	-0.5	2	-0.4	-18
46	Cc1ccc(Cl)cc1NC(=O)c1ccc(Cn2cc(Cl)cn2)cc1	0.88	91	93	12	13	10	-0.3	-2	0.0	-1
47	CCN1C(=O)S/C(=C/c2ccsc2)C1=O	1.4	105	115	-12	19	-6	-0.6	2	0.1	-3
48	CCOC(=O)C1CCCN(c2c(NCCc3ccc(S(N)(=O)=O)cc3)c(=O)c2=O)C1 (configuration not stated)	0.95	108	106	1	10	-8	-0.3	-1	-0.7	3
49	CC(NC(=O)C1CCCN(S(=O)(=O)c2cccs2)C1)c1ccccc1 (configuration not stated)	0.9	103	103	2	1	-3	-0.3	-3	-0.3	-12
50	CCc1ccc(C(=O)c2oc3nc(C)cc(C)c3c2N)cc1	1.1	109	115	-14	-5	-10	-0.5	-3	2.0	-6
51	Cc1ccc(CNCC(O)(c2ccccc2)c2ccc(F)cc2)cc1 (configuration not stated)	1.1	96	103	2	/	4	-0.2	0	2.0	3
52	CNC(=O)c1nnn(Cc2ccccc2)c1NC(C)=O	1.1	98	100	2	9	2	-0.3	3	0.1	-11
53	O=C(Cc1csc(Nc2nc(=S)[nH]c3ccccc23)n1)NCc1ccc(Cl)cc1	1.1	101	129	-27	-7	-1	-0.2	-3	-3.8	4
